PKA-R2B activ: activators of PKA-R2B holoenzyme, primary screen, biochemical, fluorescence polarization, Cy5-IP20, human; cAMP-dependent protein kinase catalytic subunit beta (Homo sapiens) + cAMP-dependent …; PKA-R2B holoenzyme dissociation; R2B truncated from residue 108, S112A mutant; 0% DMSO only, 100% 113 µM cGMP; activation, % at 11.4 µM; 0.079% of 340,000 active; AID 504700, 2011;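 active = activation above a cutoff set at the mean over all compounds plus 3 SD, cut at about 18% in these data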;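 also: higher means more holoenzyme dissociation and a rise in polarization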
Target sequence (P31323 whole entry, looked up, other chains not shown, the tested form may be a part): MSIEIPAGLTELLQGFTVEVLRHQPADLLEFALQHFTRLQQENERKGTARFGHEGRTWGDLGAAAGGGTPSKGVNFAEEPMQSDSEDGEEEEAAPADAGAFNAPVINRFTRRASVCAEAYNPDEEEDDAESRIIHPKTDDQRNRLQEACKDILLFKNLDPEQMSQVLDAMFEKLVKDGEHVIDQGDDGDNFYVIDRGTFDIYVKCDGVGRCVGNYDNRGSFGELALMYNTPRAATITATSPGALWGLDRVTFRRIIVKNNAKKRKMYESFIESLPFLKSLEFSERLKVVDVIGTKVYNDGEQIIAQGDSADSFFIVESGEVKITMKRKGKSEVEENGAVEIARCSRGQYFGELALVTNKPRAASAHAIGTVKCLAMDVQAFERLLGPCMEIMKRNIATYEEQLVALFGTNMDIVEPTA
PKA-R1A act: activators of PKA-R1A holoenzyme, primary screen, biochemical, fluorescence polarization, Cy5-IP20, bovine R1A, mouse PKAc; cAMP-dependent protein kinase type I-alpha regulatory subunit (Bos taurus) + …; PKA-R1A dissociation; scaled: DMSO 0%, 113 µM cGMP 100%; activation, % at 11.4 µM; 0.083% of 340,000 active; AID 504707, 2011;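 active = percent activation above the mean of all tested compounds plus 3 SD, cut at about 19% in these data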;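 also: higher means more PKAc released from R1A so a rise in polarization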
phage Ecoli inh: growth loss of phage-infected E. coli, primary screen, RecBCD inhibitor project, absorbance, with phage, HTS; inhibition, % at 11.9 µM; 0.26% of 360,000 active; in the data active = inhibition above about 11%
The depositor's hits bear a star. This is a subset, so the mix of outcomes need not match the whole.

The line under a structure holds: PKA-R2B activ	PKA-R1A act	phage Ecoli inh
Cc1ccc(C(=O)OCC(=O)Nc2cccc(S(=O)(=O)N3CCCCC3)c2)s1
→ -8	-8	1.0
C[C@@H]1CN([C@H](C)CO)C(=O)c2cc(Br)cnc2O[C@@H]1CN(C)C(=O)Nc1cccc(F)c1
→ 2	-3	0.9
CC#CC(=O)N1CCC(n2nccc2NC(=O)CCc2ccccc2)CC1
→ -11	-9	0.2
CCCCCC(=O)N1C[C@H](n2cc(COC(=O)c3ccccc3)nn2)[C@@H](O)C[C@@H]1c1ccc(C)cc1
→ -8	7	0.4
CC1(C)N=C(N)N=C(N)N1c1ccc(CCCCc2ccccc2)cc1
→ 0	5	5.5
Cc1ccc(CN(C)C[C@@H]2OCc3cnnn3CCCC(=O)N([C@H](C)CO)C[C@H]2C)cc1
→ -12	-6	2.6
C[C@@H]1CN([C@H](C)CO)C(=O)c2cc(-c3ccc(C(=O)N(C)C)cc3)cnc2O[C@@H]1CN(C)C(=O)c1cccnc1
→ 2	2	-1.2
CCCCCCN1C[C@H](n2cc(C3CC3)nn2)[C@@H](O)C[C@@H]1c1ccc(C)cc1
→ 2	-25	-1.2
Nc1nc(N)c2cc(S(=O)(=O)c3cccc(C(F)(F)F)c3)ccc2n1
→ 3	-5	24*
CCOC(=O)c1cc(OC(C)=O)c2ccc(OC)c(OC)c2c1
→ -8	3	3.3
COc1cccc(-c2ccc(C3=CC(=O)CC(C)(C)C3=O)cc2)c1OC
→ -2	-4	1.2
Cc1ccc([C@H]2C[C@H](O)[C@@H](n3cc(-c4ccc(F)cc4)nn3)CN2C(=O)c2cccs2)cc1
→ 2	-1	5.0
C[C@@H]1CN([C@H](C)CO)C(=O)c2cc(Br)cnc2O[C@@H]1CN(C)C(=O)NC1CCCC1
→ 10	-6	3.6
CCCCN1C[C@H](Cc2ccccc2)[C@@H](CC(=O)NC)C1=O
→ 0	-5	3.6
CC1CCN(S(=O)(=O)N2CCC(C(=O)NCc3ccc(F)cc3Cl)CC2)CC1
→ -3	-11	0.2
Cc1ccc([C@H]2C[C@H](O)[C@@H](n3cc(-c4ccc(F)cc4)nn3)CN2Cc2cccs2)cc1
→ -2	-10	1.4
CCC/C=C/c1ccc(CN2C(C(C)C)C(=O)N(Cc3cn(CCC4OCCO4)nn3)CCS2(=O)=O)cc1 (stereo not drawn)
→ -4	-11	-1.7
C[C@H](CO)N1C[C@H](C)[C@H](CN(C)C(=O)Nc2ccc(N3CCN(C)CC3)cc2)OCc2cnnn2CCCC1=O
→ -12	-13	2.8
Cc1ccc(C(=O)NCC(=O)OCc2nc3ccsc3c(=O)[nH]2)cc1C
→ 8	-1	3.6
CC(C)CN(C(=O)Cn1nnc(-c2ccc(Cl)cc2)n1)C1CCS(=O)(=O)C1 (stereo not drawn)
→ -1	-4	1.4
C=CCN1C(=O)C(=Cc2ccc3c(c2)CCC3)SC1=S
→ 2	9	2.6
Cc1ccc([C@@H]2C[C@H]3[C@@H](CN2S(=O)(=O)c2ccc(Cl)cc2)C(=O)C[C@@H](c2ccccc2F)N3S(=O)(=O)c2ccc(C)cc2)cc1
→ -3	-2	0.6
C(=NNc1nnn(Cc2ccccc2)n1)c1ccccc1
→ 3	0	1.3
O=C1NC(Cc2ccccc2)c2nc3ccc(F)cc3c(=O)n2-c2cc3ccccc3cc21 (stereo not drawn)
→ -5	0	2.2
Cc1cc(OCC(=O)OCC(=O)NC2CCS(=O)(=O)C2)ccc1Cl (stereo not drawn)
→ 1	10	3.8
COc1ccc(OC)c(C2=CC(=O)C[C@H](c3ccc(F)cc3)C2)c1
→ -3	-10	3.0
COc1cc(C)c(CN2CCN(C(=O)CCC(=O)c3ccc(C)s3)CC2)cc1OC
→ -4	1	6.5
N#Cc1ccc(C(=O)N2CCC3CC2c2cc(N4CCCCC4)ccc23)cc1 (stereo not drawn)
→ 0	2	2.5
C[C@@H]1CN([C@@H](C)CO)C(=O)c2cc(Br)cnc2O[C@H]1CN(C)C(=O)Nc1ccc(F)cc1
→ 1	0	2.2
N#Cc1ccccc1OCC(=O)N1CC(=O)Nc2ccccc21
→ -5	5	0.5
C[C@@H]1CCCCO[C@H](CN(C)C)[C@H](C)CN([C@@H](C)CO)C(=O)c2cc(NC(=O)Nc3ccc(C(F)(F)F)cc3)ccc2O1
→ 0	8	2.9
Nc1cc(=O)nc2cn[nH]n12
→ 3	-2	2.8
C[C@H](CO)N1C[C@H](C)[C@H](CN(C)S(=O)(=O)c2ccccc2F)OCc2cnnn2CCCC1=O
→ 8	-13	1.0
COc1ccc(CN(C)C[C@H]2OCCCC[C@H](C)Oc3ccc(NC(=O)CCC(F)(F)F)cc3C(=O)N([C@@H](C)CO)C[C@@H]2C)cc1
→ 2	-3	-2.6
COc1ccc(NC(=O)c2cccc3ccccc23)cc1OC
→ 4	5	2.6
CSC[C@H]1CN(c2ccc(Br)cc2)C(=O)[C@@H]1CC(=O)Nc1ccc(Br)cc1
→ -3	2	2.8
COc1ccc(C(=O)N/C(=C\c2ccc(Cl)cc2)C(=O)NCc2ccncc2)cc1
→ -3	0	4.1
CCOc1ccc(NC(=O)COC(=O)C2COc3ccccc3O2)cc1 (stereo not drawn)
→ 3	3	2.1
C=CCOc1ccc(C[C@H](N)C(=O)NC[C@H]2O[C@@H](n3cc(C)c(=O)[nH]c3=O)C[C@@H]2O)cc1
→ 2	7	3.1
CC(Sc1ccc(S(=O)(=O)N2CCN(C)CC2)cn1)C(=O)NC1CCCC(C)C1C (stereo not drawn)
→ 4	1	1.4

Reprinted from the entries so far for reference:
The line under a structure holds: PKA-R2B activ	PKA-R1A act	phage Ecoli inh
C=CCN1C(=O)C(=Cc2ccc3c(c2)CCC3)SC1=S
→ 2	9	2.6
Cc1ccc([C@@H]2C[C@H]3[C@@H](CN2S(=O)(=O)c2ccc(Cl)cc2)C(=O)C[C@@H](c2ccccc2F)N3S(=O)(=O)c2ccc(C)cc2)cc1
→ -3	-2	0.6

(next part)
The line under a structure holds: PKA-R2B activ	PKA-R1A act	phage Ecoli inh
OC(COc1ccc(-c2ccccc2)cc1)CN1CCCCC1 (stereo not drawn)
→ 1	-5	2.4
Cc1ccc(C(=O)NCC(=O)N(C)Cc2ccccc2C)s1
→ -6	8	3.0
COc1cc(NC(=O)CSc2nnc3ccccn23)cc(OC)c1OC
→ 0	3	4.6
COc1ccccc1CNC(=O)C(=O)c1cn(CC(=O)N2CCCCC2)c2ccccc12
→ 5	8	0.9
Cc1cc(NCC(=O)Nc2ccc(C)c(S(=O)(=O)N3CCOCC3)c2)ccc1Br
→ 5	8	2.1
CC1(c2nc3ccccc3cc2C#N)OCCO1
→ 0	-4	-0.2
Cc1ccc([C@H]2C[C@@H](n3cc(COC(=O)c4ccccc4)nn3)[C@H](O)CN2Cc2cccs2)cc1
→ 1	-2	1.0
COc1ccccc1NC(=O)c1ccccc1SCC(=O)N1CCCC1
→ 3	1	0.8
O=C(NCCOc1ccccc1)c1ccccc1F
→ -7	-12	0.6
CC(NS(=O)(=O)c1ccc(Br)cc1F)[C@H](O)c1ccccc1 (stereo partly drawn)
→ -9	-17	3.1
COc1ccc(NC(=O)N(C)[C@H]2C[C@H]3c4[nH]c5ccc(-c6ccc7c(c6)OCO7)cc5c4CCN3C[C@H]2[C@H](C)O)cc1
→ -3	-7	4.0
O=C(NCCc1c[nH]c2ccccc12)c1ccc([N+](=O)[O-])o1
→ -1	3	1.4
CC(C)C1C(=O)N(Cc2cn(CCC3OCCO3)nn2)CCS(=O)(=O)N1Cc1ccc(-c2ccccc2)cc1 (stereo not drawn)
→ -8	-11	0.2
CC(C)c1cc(C(=O)N(C)C2CCCN(Cc3ccccc3F)C2)n(C)n1 (stereo not drawn)
→ -2	-3	2.9
CCCc1c(C(=O)N/N=C(\C)c2ccccn2)nnn1-c1nonc1N
→ -9	1	-0.5
C[C@@H]1CN([C@@H](C)CO)C(=O)CCCn2cc(nn2)CO[C@H]1CN(C)S(=O)(=O)c1ccc2ccccc2c1
→ 0	-2	4.2
CC1(C)CN(Cc2ccccc2)C(=O)[C@H]1CC(=O)Nc1ccccc1
→ 2	7	1.7
CN(Cc1ccc(F)cc1)S(=O)(=O)c1ccc2[nH]c(=O)[nH]c2c1
→ -6	-2	1.2
CCCCCCN1C[C@H](O)[C@@H](n2cc(COC(=O)c3ccccc3)nn2)C[C@@H]1c1ccc(Cl)cc1
→ -5	-6	3.6
Cc1ccc([C@H]2C[C@@H](n3cc(-c4ccc(F)cc4)nn3)[C@H](O)CN2C(=O)C2CCCCC2)cc1
→ -6	-19	2.1

Reprinted from the part before: 6 compounds, then new ones.
The line under a structure holds: PKA-R2B activ	PKA-R1A act	phage Ecoli inh
CCCc1c(C(=O)N/N=C(\C)c2ccccn2)nnn1-c1nonc1N
→ -9	1	-0.5
C[C@@H]1CN([C@@H](C)CO)C(=O)CCCn2cc(nn2)CO[C@H]1CN(C)S(=O)(=O)c1ccc2ccccc2c1
→ 0	-2	4.2
CC1(C)CN(Cc2ccccc2)C(=O)[C@H]1CC(=O)Nc1ccccc1
→ 2	7	1.7
CN(Cc1ccc(F)cc1)S(=O)(=O)c1ccc2[nH]c(=O)[nH]c2c1
→ -6	-2	1.2
CCCCCCN1C[C@H](O)[C@@H](n2cc(COC(=O)c3ccccc3)nn2)C[C@@H]1c1ccc(Cl)cc1
→ -5	-6	3.6
Cc1ccc([C@H]2C[C@@H](n3cc(-c4ccc(F)cc4)nn3)[C@H](O)CN2C(=O)C2CCCCC2)cc1
→ -6	-19	2.1
CCCNCC(=O)Nc1sc2c(c1C(=O)Nc1c(C)n(C)n(-c3ccccc3)c1=O)CCCC2
→ 3	-2	-1.5
C[C@@H](CO)NC(=O)c1[nH]cnc1C(=O)Nc1cccc(Cl)c1
→ 0	-9	3.9
O=C(COC(=O)c1ccc(F)cc1Cl)NC1CC1
→ -2	-6	1.1
Cc1ccc(S(=O)(=O)N(C)C[C@@H]2Oc3ncc(C#CCC(C)C)cc3C(=O)N([C@H](C)CO)C[C@H]2C)cc1
→ 1	-9	2.5
O=C(c1ccco1)N1CCN(C(=O)c2ccc(Br)o2)CC1
→ 2	3	4.4
CC(=O)N1C[C@H]2CON(C)[C@H]2C[C@H]1c1ccc(-c2cccnc2)cc1
→ 3	-4	1.1
COc1ccc(NC(=O)CN2C(=O)NC(C)(Cc3ccc(OC)c(OC)c3)C2=O)cc1 (stereo not drawn)
→ 3	-4	1.2
CC(c1ccc2ccccc2c1)c1ccccc1C(=O)O (stereo not drawn)
→ 1	2	2.7
COc1cc2nc(CN3CCN(S(=O)(=O)c4ccccc4[N+](=O)[O-])CC3)[nH]c(=O)c2cc1OC
→ 8	-3	-0.6
CCN(CC)C(=O)C1=C(C)N(Cc2ccc(OC)cc2)C(=O)C(CC(=O)NCCCN(C)C)C1 (stereo not drawn)
→ -4	2	1.8
C[C@@H]1CN([C@@H](C)CO)C(=O)CCCn2nncc2CO[C@@H]1CN(C)C(=O)Nc1cccc2ccccc12
→ -3	2	1.7
COc1ccc(CNC(=O)C[C@@H]2C[C@H]3c4cc(NC(=O)NC5CCCC5)ccc4O[C@H]3[C@H](CO)O2)cc1
→ -3	-6	0.4
CSc1nc(SCc2ccccc2)[nH]c(=O)n1
→ -11	-3	-0.7
CC(C)(C)OC(=O)N1CC2(CCCCC2)CC1Cc1ccc(C(F)(F)F)cc1 (stereo not drawn)
→ 3	0	0.7
COc1ccc(-c2ccc3[nH]c4c(c3c2)CCN2C(=O)[C@@H]([C@H](C)O)[C@@H](N(C)C(=O)Nc3cc(Cl)cc(Cl)c3)C[C@@H]42)cc1
→ -4	4	5.9
CCOC(=O)CN(C(=O)c1snc(C(N)=O)c1N)C(C(=O)NCCC(C)C)c1ccc(C)cc1 (stereo not drawn)
→ -13	-11	1.8
O=C1NC(Cc2ccccc2)c2nc3ccc(F)cc3c(=O)n2-c2ncccc21 (stereo not drawn)
→ 3	4	1.8
O=C1C2C3C=CC(CC3)C2S(=O)(=O)C2C3C=CC(CC3)C12 (stereo not drawn)
→ 2	-12	4.6
Cc1ccc(-c2cnc3c(c2)C(=O)N([C@H](C)CO)C[C@@H](C)[C@@H](CN(C)C(=O)Cc2ccccc2)O3)cc1
→ 10	-4	0.1
COCCCN1C(=O)C(CC(=O)NCC2CCCCC2)CC(C(=O)N2CCOCC2)=C1C (stereo not drawn)
→ -7	2	2.6
CCOc1ccc(OCC(=O)N2CCN(S(=O)(=O)c3ccccc3)CC2)cc1
→ -9	-7	3.0
O=[N+]([O-])c1cc2c(cc1Br)-c1ccccc1C2
→ 2	-3	-0.6
CC(=O)Oc1ccc(-c2csc(Nc3ccccn3)n2)cc1
→ 0	-8	3.8
CC(=NNC(N)=S)c1ccc2cc3c(cc2c1)OCO3
→ -3	5	4.0
COc1ccccc1S(=O)(=O)N(C)C[C@@H]1Oc2cc(C#CCC(C)C)ccc2S(=O)(=O)N([C@H](C)CO)C[C@@H]1C
→ -1	-2	-0.6
CSc1ccc(CNC(=O)C2CCC(=O)N(CCc3ccc(Cl)cc3)C2)cc1 (stereo not drawn)
→ 2	-5	2.9
CCCCCN(C(=O)CCC(=O)OCC(=O)NCCc1ccccc1)c1c(N)n(CCCC)c(=O)[nH]c1=O
→ -1	-4	3.1
CCN(CC)C(=O)C1=C(C)N(CCCOC)C(=O)C(CC(=O)NCc2cccc3ccccc23)C1 (stereo not drawn)
→ 6	-4	3.0
COc1ccc(OCC(=O)Nc2ccc3c(c2)nc(CCN2CCN(c4ccccn4)CC2)n3C)cc1
→ 5	-2	1.5
CN(Cc1ccccc1)C(=O)COC(=O)c1c[nH]c2ccccc12
→ 4	-2	-0.9
CSc1ncnc2c1ncn2CCCNCCCc1ccccc1
→ -4	-14	0.1

Screens deposited in PubChem BioAssay by The Scripps Research Institute Molecular Screening Center.
